BLM inh: qHTS Assay for Inhibitors of Bloom's syndrome helicase (BLM); RecQ-like DNA helicase BLM (Homo sapiens), P54132; recombinant BLM DNA unwinding, fluorescence dequenching; Potency, µM (titrated, usually from 56.1 µM), for inactives: at the top dose activity change, negative = inhibition, hits mostly inhibitors; 350,000 compounds, 0.2% hits; AID 2528, 2010;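 further: potency means the concentration at half of the fitted maximal effect; plate controls were vehicle for no effect and no enzyme for full effect; nearly all actives have a fitted effect of over 35% in size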
Anesthetic bind: qHTS Assay for Identification of Novel General Anesthetics; Ferritin light chain (Equus caballus), P02791; apoferritin/1-aminoanthracene competitive binding, fluorescence; Potency, µM (highest dose often 77.5 µM), inactives show at the top dose activity change, negative = displacement, usual class: inhibitors; 350,000 compounds, 0.074% hits; further: potency means the concentration at half of the fitted maximal effect; on the % scale 0 is the no-effect control and ±100 the full control effect; nearly all actives have a fitted effect of over 20% in size
Target sequence (P02791 2-175 limits assumed): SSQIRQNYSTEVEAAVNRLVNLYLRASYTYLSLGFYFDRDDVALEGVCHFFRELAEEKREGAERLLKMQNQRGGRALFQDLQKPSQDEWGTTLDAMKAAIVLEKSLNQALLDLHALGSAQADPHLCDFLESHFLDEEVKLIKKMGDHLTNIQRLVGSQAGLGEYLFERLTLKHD
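Read-out: endpoint 1-AMA fluorescence, excitation 380 nm and emission 535 nm, after compounds sit 10 min at room temperature with 10 uM horse-spleen apoferritin in 50% saturated 1-AMA/PBS. Values come from four-parameter Hill fits.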
Pol kappa inh: qHTS for Inhibitors of Polymerase Kappa; 400,000 compounds, 0.53% hits; DNA polymerase kappa (Homo sapiens), Q9UBT6; Potency, µM (series often up to 107 µM), without a hit: at the top dose activity, negative = inhibition, actives largely listed as inhibitors; AID 588579, 2011; purified Pol kappa, fluorescent DNA synthesis assay, 10 min; further: potency means the concentration at half of the fitted maximal effect; on the % scale 0 is the no-effect control and ±100 the full control effect
Target sequence (Q9UBT6 whole entry, looked up): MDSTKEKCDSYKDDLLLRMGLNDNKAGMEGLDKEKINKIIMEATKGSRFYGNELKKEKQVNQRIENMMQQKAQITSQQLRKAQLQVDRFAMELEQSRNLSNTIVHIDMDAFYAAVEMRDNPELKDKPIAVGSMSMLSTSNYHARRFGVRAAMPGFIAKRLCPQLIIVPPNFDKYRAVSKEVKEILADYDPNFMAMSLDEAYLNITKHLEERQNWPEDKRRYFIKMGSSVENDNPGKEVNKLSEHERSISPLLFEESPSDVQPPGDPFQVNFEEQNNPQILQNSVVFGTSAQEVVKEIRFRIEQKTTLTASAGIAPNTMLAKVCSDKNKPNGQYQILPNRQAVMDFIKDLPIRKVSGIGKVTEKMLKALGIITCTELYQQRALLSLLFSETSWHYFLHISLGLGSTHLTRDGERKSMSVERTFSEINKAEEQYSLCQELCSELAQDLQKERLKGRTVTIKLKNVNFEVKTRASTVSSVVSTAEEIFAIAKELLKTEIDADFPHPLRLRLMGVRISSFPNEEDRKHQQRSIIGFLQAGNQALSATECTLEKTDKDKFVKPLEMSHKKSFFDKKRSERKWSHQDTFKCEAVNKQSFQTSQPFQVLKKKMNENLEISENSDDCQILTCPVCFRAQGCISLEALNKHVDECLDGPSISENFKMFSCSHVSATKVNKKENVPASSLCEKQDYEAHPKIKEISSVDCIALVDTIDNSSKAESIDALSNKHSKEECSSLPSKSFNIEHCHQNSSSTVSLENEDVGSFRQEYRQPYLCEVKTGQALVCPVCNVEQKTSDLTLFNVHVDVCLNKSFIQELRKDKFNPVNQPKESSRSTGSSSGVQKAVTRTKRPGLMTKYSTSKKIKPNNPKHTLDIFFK
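Kinetic fluorescence screen: compound preincubated 15 min RT with 10 nM enzyme; 50 nM substrate (final) initiates; reads at 0/10 min.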
POLI inh: qHTS for Inhibitors of Polymerase Iota; 390,000 compounds, 1% hits; AID 588590, 2011; DNA polymerase iota (Homo sapiens), Q9UNA4; Potency, µM (highest dose often 115 µM), inactives show top-dose activity, negative = inhibition, actives largely listed as inhibitors; Pol iota fluorescent replication assay, 10 min; further: potency means the concentration at half of the fitted maximal effect
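Fluorescent replication assay read twice, at 0 min and 10 min after adding 50 nM (final) substrate. Enzyme (10 nM) and compounds were first incubated 15 min at room temperature; enzyme-free buffer wells were negative controls.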
POLB inh: qHTS Assay for Inhibitors of DNA Polymerase Beta; P06746; Pol beta primer extension/strand displacement, fluorescence kinetic; Potency, µM (series often up to 114 µM), without a hit: top-dose activity change, negative = inhibition, actives largely listed as inhibitors; 340,000 compounds, 1.3% hits; AID 485314, 2010; further: potency means the concentration at half of the fitted maximal effect; on the % scale 0 is the no-effect control and ±100 the full control effect
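Reaction started by 50 nM substrate onto compound-treated Pol beta (10 nM, 15 min preincubation, room temperature); plates read at 0 min and 10 min. Normalized concentration-effect data fitted by four-parameter Hill equation.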
POLH inh: qHTS for Inhibitors of Polymerase Eta. DNA polymerase eta (Homo sapiens), Q9Y253. recombinant Pol eta, fluorescent DNA replication assay. Potency, µM (titrated, usually from 114 µM), inactives show at the highest dose activity change, negative = inhibition, usual class: inhibitors. 390,000 compounds, 1.2% hits; further: potency means the concentration at half of the fitted maximal effect; on the % scale 0 is the no-effect control and ±100 the full control effect
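Pol eta at 10 nM preincubated with compounds 15 min at room temperature; reaction started with fluorescent substrate (50 nM final) and read kinetically at 0 and 10 min.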
RXFP1 antag: qHTS Assay for Antagonists of the Relaxin Receptor RXFP1. Relaxin receptor 1 (Homo sapiens), Q9HBX9. HEK293-RXFP1, relaxin-stimulated cAMP HTRF, 30 min; active compounds read low. activity change, negative = inhibition, % at 57.5 µM. 350,000 compounds, 0.59% hits. AID 1259400, 2018;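 active means activity change of -60% or lower, but not beyond a set lower limit; inconclusive means change between -60% and -40%, or beyond the set limit; inactive means change above -40%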; further: on the % scale 0 is the no-effect control and ±100 the full control effect
PGK inhibitor: qHTS Assay to Find Inhibitors of Phosphoglycerate Kinase; PGK/GAPDH coupled, Kinase-Glo luminescence, 60 min; Potency, µM (doses to about 57.5 µM), without a hit: at the top dose activity change, negative = inhibition, actives largely listed as inhibitors; 380,000 compounds, 0.043% hits; AID 602233, 2012; further: potency means the concentration at half of the fitted maximal effect; on the % scale 0 is the no-effect control and ±100 the full control effect; nearly all actives have a fitted effect of over 60% in size
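Luminescent ATP detection (Kinase-Glo Plus) follows a 60-minute room-temperature incubation, with wells lacking PGK as controls. Buffer: 100 mM TEA (pH 7.6), 5 mM MgCl2, 0.01% Tween-20. Coupling enzyme GAPDH (100 nM final) supplies unstable 1,3-BPG in-well.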
APEX1 inh: qHTS Assay for Inhibitors of the Human Apurinic/apyrimidinic Endonuclease 1 (APE1); recombinant APE1, TAMRA/BHQ-2 abasic DNA cleavage fluorescence; Potency, µM (top dose mostly 65.8 µM), for inactives: at the top dose activity change, negative = inhibition, most hits filed as inhibitors; 350,000 compounds, 0.35% hits; AID 2517, 2012;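 further: potency means the concentration at half of the fitted maximal effect; plate controls were vehicle for no effect and reference inhibitor for full effect; nearly all actives have a fitted effect of over 55% in size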
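Readout is kinetic fluorescence (ex 525, em 598 nm) from cleavage of 50 nM TAMRA/BHQ-2 THF abasic duplex by 0.75 nM APE1, compound added 15 min beforehand at RT.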
Starred values were filed as active, the others as inactive; i = inactive; u = inconclusive; x = no result given; & = joins results of further samples; [ ] = another dose, or the depositor's remark. Unless noted, the call rests on the fitted dose curve; in most records, active means well fitted curve in the direction sought with a large enough effect; inconclusive means small, poorly fitted or top-dose-only effect, or another doubt; inactive means no such curve, though single readings can be large; an effect the other way counts as inactive or inconclusive. This is a subset; rates above refer to the full screens.

molecule,Anesthetic bind,POLI inh,POLB inh,POLH inh,RXFP1 antag,PGK inhibitor,BLM inh,Pol kappa inh,APEX1 inh
Cc1ccc(Nc2nnc(SCc3cc(=O)n4cc(C)ccc4n3)s2)cc1,-7%,-6%,14%,-16%,3,-1%,-4%,-6%,-1%
CCOc1ccc(-n2c(N)c(-c3nc4ccccc4n3C)c3nc4ccccc4nc32)cc1,5%,14%,34%,-6%,-8,i,-4%,2%,-1%
Cc1ccc(S(C)(=O)=O)cc1C(=O)Nc1ccc(S(=O)(=O)Nc2nccs2)cc1,x,20%,x,0%,1,i,x,-11%,11%
NC1=NN=C(N2N=C(c3ccco3)CC2(O)C(F)(F)F)n2ncnc2C1 (stereo not given),-6%,16%,23%,14%,7,-4%,-3%,-19%,3%
Cc1onc(C(=O)N2CCC(C(N)=O)CC2)c1-c1ccccc1Cl,-8%,16%,1%,7%,-4,-8%,1%,-13%,1%
COc1ccc(OC)c(NC(=O)c2cc(-c3c(C)cc(C)cc3O)n[nH]2)c1,-14%,-6%,1%,-17%,-6,i,-10%,5%,11%
CSc1nc2ccccc2c(=O)n1N,-8%,14%,13%,-3%,-4,x,1%,-10%,-5%
Cc1cc(=O)oc2c(C)c(OCC(=O)NCCN3CCOCC3)ccc12,1%,20%,38%,-3%,7,4%,-11%,6%,4%
OC1CCCN(Cc2ccccc2)C1 (stereo not given),-6%,0%,0%,2%,-16,-8%,0%,-17%,1%
O=C(CNCCN1CCOCC1)Nc1ccccc1Sc1ccccc1,-3%,70%[activator],-20%,-11%,1,-9%,7%,0%,10%
CNNC(=S)Nc1ccc(Cl)cc1,0%,4%,15%,-23%,-15,-9%,-1%,-7%,-6%
COc1ccccc1N1CCN(C(=O)c2cc3cc(Cl)ccc3[nH]2)CC1,-18%,-3%,12%,-4%,-14,4%,-6%,-2%,33%
C=CCSc1nc2sc3c(c2c(=O)[nH]1)CC(C)(C)OC3,x,23%,x,-5%,2,-10%,x,-23%,x
CC1CCCCC1NC(=O)C1CCN(C(=O)NC2CCCCC2)CC1 (stereo not given),-6%,3%,2%,-4%,-15,i,3%,-9%,18%
Cc1[nH]c(=O)[nH]c(=O)c1CSCC(=O)OCC(=O)c1ccc(Br)cc1,-6%,62%[activator],-1%,-1%,-3,-1%,-16%,-11%,0%
COC(=O)c1sc(-c2ccc(Cl)cc2)cc1NC(=O)COCC(=O)O,-9%,5%,1%,2%,-3,-11%,-11%,-1%,7%
Cc1cc(C)nc(SCC(=O)N/N=C\c2sccc2C)n1,-12%,-5%[58.9 µM],-1%,-7%,-3,-6%,-2%,-8%,-6%
CC1CCN(c2ncnc3c2c(-c2ccccc2)cn3-c2ccc(Br)cc2)CC1,11%,-8%,11%,-1%,23,10%,-4%,-13%[60.1 µM],x
CCCCN(C)S(=O)(=O)c1cc(Br)cc2c1N(C(=O)C1CC1)CC2,-9%,5%,0%,2%,-1,i,-5%,-8%,-5%
Cc1cc(C)cc(Oc2ccc(-c3nnc(-c4ccccc4)o3)cc2[N+](=O)[O-])c1,-2%,-6%,47%[activator],-23%,2,i,-1%,-22%,2%
CCOc1ccc(NC(=O)c2ccc(NC(=O)c3ccccc3Br)cc2)cc1,x,80%[activator],x,-24%,-24,3%,x,-5%,9%
CC(/C=C/c1ccccc1)=N\NC(=O)c1ccncc1,-9%,-19%,29%,15%,0,-8%,-3%,-10%[60.1 µM],-4%
Fc1cccc(-n2ncc(-c3nnnn3-c3ccccc3)c2C(F)(F)F)c1,-23%,5%,u,-2%,-2,-6%,-8%,-5%,-5%
COc1ccc(C(C(=O)NCC2CCCO2)N(C(=O)CNC(=O)c2cccs2)c2ccc(C(C)=O)cc2)cc1OC (stereo not given),-6%,32%[activator],0%,-18%,-1,3%,2%,4%,0%
Cc1ccnc(NS(=O)(=O)c2ccc(NC(=O)C3C4C=CC(C4)C3C(=O)O)cc2)n1 (stereo not given),-3%,-10%,22%,17%,-3,-27%,-7%,-7%,u
c1ccc(-c2csc3ncnc(NCCCN4CCOCC4)c23)cc1,-7%,16%,4%,-5%,8,5%,-5%,3%,2%
CCC(C)C1=CC(=Nc2c(C)n(C)n(-c3ccccc3)c2=O)C=C(C(C)CC)C1=O (stereo not given),-8%,23%,8%,-7%,16,i,-3%,4%,29%
Cc1cc(C)cc(NC(=O)CN2C(=O)c3ccccc3Sc3ncccc32)c1,0%,-10%,2%,7%,x,-2%,-6%,-3%,x
CC(=O)c1cccc(CN2CCN(CCc3ccccc3)C(CCO)C2)c1 (stereo not given),-9%,173%[activator],24%,-13%,-29,-3%,1%,0%,8%
O=C1CNC(=O)N1CC(=O)N1CCCc2ccccc21,-9%,14%,-7%,3%,-12,-4%,0%,2%,3%
O=C(CNC(=O)c1ccc(S(=O)(=O)N2CCCC2)cc1)N/N=C/c1ccc(Cl)cc1Cl,-14%,-1%,21%,-1%,-7,13%,3%,-18%,-3%
COCCCNC(=S)NC1CCCCC1,-7%,20%,35%,-15%,-5,i,-1%,2%,-1%
CN(C)CCSc1nc(-c2ccccc2)nc2c1COC(C)(C)C2,-17%,-24%,5%,1%,3,-6%,-4%,-1%,3%
Cc1oc2c(C)c3oc(=O)c(CCC(=O)N4CCCCC4)c(C)c3cc2c1C,49%,0%,-4%,-15%,4,i,-4%,-11%,x
COC(=O)c1sccc1S(=O)(=O)N(CC(=O)Nc1cccc(C)c1C)c1ccc(C)c(C)c1,-12%,-1%,-1%,-9%,1,11%,-6%,-3%,x
NC(=S)Nc1cccc2cn[nH]c12,-15%,84%[activator],7%,-4%,-4,i,-5%,3%,-5%
COCCCN1CN(S(=O)(=O)c2ccc(C)cc2C)c2nc3ccccc3nc21,12%,0%,7%,0%,13,-1%,-9%,-9%,-19%
Cc1cc(N2CCN(C)CC2)ccc1NC(=O)c1ccc(-c2ccc(Cl)cc2)o1,x,-8%,x,-2%,-11,-2%,x,-7%,4%
O=C(CN1CCN(S(=O)(=O)N2CCOCC2)CC1)Nc1cc(Cl)ccc1Cl,-10%,94%[activator],40%,-6%,4,9%,-4%,-1%,4%
COc1cccc(C(=O)Nc2ccc3[nH]ncc3c2)c1,-7%,u,9%,-9%,-5,1%,-2%,-16%,13%
Cc1ccc(SCC(=O)OCC(=O)NC2CCCCCC2)cc1,u,-19%,-9%,-17%,-2,-4%,-3%,11%,-6%
CC1CCCN(C2(O)C(=O)Nc3ccc(Br)cc32)C1 (stereo not given),-20%,-9%,10%,1%,2,x,-4%,5%,10%
Cc1cccc(C)c1NC(=O)c1c(-c2ccccc2)noc1C,40%[activator],-19%,4%,3%,-11,3%,-1%,0%,3%
O=C1CC(c2ccc(F)cc2)Sc2nc(-c3ccccc3)c(-c3ccccc3)n21 (stereo not given),71%[activator],5%,7%,-10%,21,-4%,-2%,-22%,3%
CCN(CC(=O)Nc1ccc(OC)cc1)C(=O)CCc1nc2ccccc2c(=O)[nH]1,x,18%,x,-5%,-11,-5%,x,-9%,39%
CC(C)NC(=O)C12CC3CC(C1)CC(n1cnc(Cl)n1)(C3)C2,-4%,12%,-1%,9%,6,-3%,0%,-7%,-1%
CCN(CC)c1ccc(S(=O)(=O)N2CCCCC2)cc1NC(=O)C1CCC1,x,7%,x,-20%,-14,-7%,x,-13%,12%
Cc1cccc(CNC(=O)c2ccccc2N)c1,0%,13%,1%,-3%,3,-2%,-2%,-2%,-1%

Some of these compounds in order of formula weight, smallest number first:
molecule,Anesthetic bind,POLI inh,POLB inh,POLH inh,RXFP1 antag,PGK inhibitor,BLM inh,Pol kappa inh,APEX1 inh
Cc1cccc(C)c1NC(=O)c1c(-c2ccccc2)noc1C,40%[activator],-19%,4%,3%,-11,3%,-1%,0%,3%
Cc1ccnc(NS(=O)(=O)c2ccc(NC(=O)C3C4C=CC(C4)C3C(=O)O)cc2)n1 (stereo not given),-3%,-10%,22%,17%,-3,-27%,-7%,-7%,u
CCOc1ccc(-n2c(N)c(-c3nc4ccccc4n3C)c3nc4ccccc4nc32)cc1,5%,14%,34%,-6%,-8,i,-4%,2%,-1%

Carrying on.
molecule,Anesthetic bind,POLI inh,POLB inh,POLH inh,RXFP1 antag,PGK inhibitor,BLM inh,Pol kappa inh,APEX1 inh
COc1ccc(NC(=O)CCN2CCN(c3ccc(F)cc3)CC2)cc1,-5%,-26%,52%,-9%,6,-5%,0%,-27%,-1%
CCCCc1cn(C[C@H]2CC[C@@H]([C@@H]3CC[C@H](Cn4cc(CCCC)nn4)O3)O2)nn1,2%,-3%,27%,-4%,x,4%,-1%,2%,7%
CCCC(NC(=O)CCc1c(C)c2cc3c4c(oc3c(C)c2oc1=O)CCCC4)C(=O)O (stereo not given),-1%,20%,-21%,14%,11,-4%,1%,-25%,7%
Cn1c(SCC(=O)N2CCN(c3ccccc3)CC2)nnc1-c1ccncc1,-8%,9%,2%,-20%,-14,-2%,2%,-7%,6%
Cc1ccc(-c2nc(CCN3C(=O)c4ccccc4C3=O)cs2)cc1,u,-7%,38%,-4%,17,-9%,-4%,-10%,-7%
CC(=O)Nc1ccc(Nc2nc3ccccc3nc2NS(=O)(=O)c2ccc(Cl)c([N+](=O)[O-])c2)cc1,x,u,x,22µM*,1,-13%,x,u,x
COc1ccccc1N1CCN(S(=O)(=O)c2c(C)sc3ncn(CC(=O)NCCN(C)C)c(=O)c23)CC1,-5%&3%,19%&8%,29%&-12%,-9%&-13%,1&11,3%&13%,1%&1%,2%&-17%,24%
Cc1ccccc1-c1nc2sc3c(c2c(=O)o1)CCC3,-4%,-6%,9%,-1%,6,-4%,-3%,-28%,-6%

Assay outcomes as filed in PubChem.
